# TcdB GH inh: blocks C. difficile toxin B glycohydrolase activity; P18177; TcdB glycohydrolase enzymatic assay, plate reader; inhibition, % at 9.99 µM; 0.24% of 350,000 active; AID 652162; in the data active = inhibition above about 10%
# BoNT A protease: BoNT A light chain protease inhibition | AID 588499 | 0.17% of 360,000 active | multiplex microsphere protease substrate cleavage, flow cytometry | inhibition, % at 10 µM; note: plate controls were buffer without enzyme for full effect and enzyme alone for no effect
# 3CLpro inhibitor: SARS-CoV 3CLpro protease inhibition | inhibition, % at 6 µM | 0.14% of 290,000 active | recombinant SARS-CoV 3CLpro, quenched FRET peptide cleavage | AID 1706 | P0C6X7; in the data active = inhibition above about 12%
# DUSP3 inh: DUSP3 (human) phosphatase inhibition; inhibition, % at 13.3 µM; recombinant VHR phosphatase, pNPP absorbance; 0.52% of 290,000 active; P51452; in the data active = inhibition above about 50%; note: some compounds called inactive have numbers as strong as hits
# Target sequence (P51452 whole entry, looked up): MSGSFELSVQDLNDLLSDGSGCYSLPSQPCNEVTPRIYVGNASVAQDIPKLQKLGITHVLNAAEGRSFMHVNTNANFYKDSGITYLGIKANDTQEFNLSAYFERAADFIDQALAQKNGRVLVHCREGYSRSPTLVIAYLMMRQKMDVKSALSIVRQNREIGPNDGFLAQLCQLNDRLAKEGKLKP
# Anthrax LF inh2: blocks Bacillus anthracis lethal factor protease | multiplex microsphere protease cleavage assay, LF | 0.12% of 360,000 active | P15917 | inhibition, % at 10 µM; note: plate controls were buffer without enzyme for full effect and enzyme alone for no effect
# Target sequence (P15917 whole entry, looked up): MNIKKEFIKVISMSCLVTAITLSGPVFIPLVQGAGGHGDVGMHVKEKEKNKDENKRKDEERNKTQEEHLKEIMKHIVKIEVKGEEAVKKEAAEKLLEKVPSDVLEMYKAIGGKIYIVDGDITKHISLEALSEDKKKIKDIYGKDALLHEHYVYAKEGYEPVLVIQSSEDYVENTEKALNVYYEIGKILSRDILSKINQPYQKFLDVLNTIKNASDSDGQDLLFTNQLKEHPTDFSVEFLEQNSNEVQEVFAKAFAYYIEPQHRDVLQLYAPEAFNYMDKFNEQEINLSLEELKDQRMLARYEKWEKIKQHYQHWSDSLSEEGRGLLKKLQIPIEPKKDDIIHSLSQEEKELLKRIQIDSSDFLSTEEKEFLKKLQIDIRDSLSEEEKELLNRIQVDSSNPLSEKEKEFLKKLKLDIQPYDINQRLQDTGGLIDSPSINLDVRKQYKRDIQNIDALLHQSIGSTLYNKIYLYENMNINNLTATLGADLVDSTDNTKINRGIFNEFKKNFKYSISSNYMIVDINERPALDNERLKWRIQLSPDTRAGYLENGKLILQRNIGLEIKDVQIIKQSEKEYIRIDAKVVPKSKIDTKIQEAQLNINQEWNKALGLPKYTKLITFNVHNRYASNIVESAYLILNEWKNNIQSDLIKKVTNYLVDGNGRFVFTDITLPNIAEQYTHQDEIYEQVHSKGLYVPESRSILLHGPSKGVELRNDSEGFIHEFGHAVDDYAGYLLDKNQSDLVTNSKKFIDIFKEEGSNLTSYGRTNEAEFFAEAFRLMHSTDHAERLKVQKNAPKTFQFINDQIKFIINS
# Yp Topo-I inh: Y. pestis Topo-I inhibition via cleavage products; Y. pestis Topo-I cleavage product accumulation, plate reader; 0.064% of 360,000 active; activity, % at 10 µM; in the data active = activity above about 50%, passing the limit was not always enough; note: inactives centre near 2
# PfHsp40 rescue: restores yeast growth despite PfHsp40 toxicity; S. cerevisiae expressing PfHsp40, growth rescue, ATP luminescence; 0.68% of 340,000 active; AID 504582; growth rescue, % at 12.5 µM; in the data active = growth rescue above about 28%, passing the limit was not always enough;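 note: yeast W303a lacking pdr1 and pdr3 grown in galactose medium; growth measured after three days at 30 °C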
# BH1578 lux ind: induces V. cholerae light production without autoinducers. V. cholerae BH1578 lux reporter, luminescence, 6 h. 0.16% of 350,000 active. activation, % at 18.7 µM; in the data active = activation mostly above about 9.7%, no sharp cut-off; note: not every result past the cut was called active; inactives centre near 0; reference of the scale not given here
# CCHF vOTU inh: blocks the CCHF virus ovarian tumor domain protease; CCHFV vOTU protease, Pep-AMC fluorescence; inhibition, % at 11.5 µM; 0.55% of 370,000 active; AID 651958; in the data active = inhibition above about 30%; note: 0% = vehicle wells with enzyme and 100% = no enzyme wells
# PriA SSB inh: blocks PriA binding to SSB C-terminal tail. AlphaScreen SSBct-PriA binding, biotinylated peptide. inhibition, % at 33 µM. 0.6% of 430,000 active. AID 1272365; in the data active = inhibition mostly above about 37%, no sharp cut-off; inactive = mostly below about 20%;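 note: plate controls were negative control peptide for no effect and reference peptide for full effect; strong numbers were not always called active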
# An asterisk follows results filed as active; i = inactive; / = no result given; & = joins results of further samples. Cut-off read from the data, not from the text of the source, unless noted: active = inhibition above about 30%; inconclusive = no clear call, values can overlap the other calls; inactive = below that.
SMILES,TcdB GH inh,BoNT A protease,3CLpro inhibitor,DUSP3 inh,Anthrax LF inh2,Yp Topo-I inh,PfHsp40 rescue,BH1578 lux ind,CCHF vOTU inh,PriA SSB inh
CCn1c(SCc2nc3scc(-c4ccccc4)c3c(=O)[nH]2)nnc1-c1cccs1,/,1.7,4,13,0,26,0.2,-0.2,3,-1
COc1ccc(NS(=O)(=O)c2ccc(C(=O)Nc3c(C)n(C)n(-c4ccccc4)c3=O)cc2)cc1,-0.1,-0.1,/,/,5,-2,-1.4,4.3,11,2
CCCOc1ccc(/C(O)=C2/C(=O)C(=O)N(CCCn3ccnc3)C2c2cccs2)cc1 (configuration not stated),0.8,-0.6,1,3,0,-3,0.8,-0.2,5,/
Cc1ccc(NC(=O)COC(=O)Cc2csc(-c3cccc(F)c3)n2)cc1C,/,-0.2,-1,-4,-1,32,2.4,-0.3,12,-7
COC(=O)c1ccc(C(=O)N2CCCC(CNC(=O)c3ccc(F)cc3)C2)cc1 (configuration not stated),1.5,-0.8,-4,-2,2,-1,0.3,-0.2,-1,-7
CN(Cc1ccccc1)S(=O)(=O)c1cn(C)cn1,0.6,-0.8,-2,6,-1,6,-0.8,-0.4,3,-7
Clc1ccc(Nc2ccc(NCc3ccccc3)nn2)cc1,3.1,-1.5,-2,5,-7,-21,1.8,i,7,19
COc1ccc(CC(=O)NNC(=O)COc2ccc3ccccc3c2)cc1,-0.4,0.4,-4,-7,-1,17,2.0,-0.4,0,-8
O=C(c1cccs1)N1CCN=C1SCc1ccc(Cl)cc1,-2.7,-0.9,-3,15,0,-1,3.1,-0.4,-2,12
CN(C(=O)COC(=O)/C=C/c1ccccc1[N+](=O)[O-])c1ccccc1,-0.1,-0.1,3,5,-8,-8,1.5,-1.0,-3,5
CCn1[nH]c(=O)c(=Nc2c(C)n(C)n(-c3ccccc3)c2=O)cc1-c1ccc(Cl)cc1,/,2.5,7,41,0,0,-1.0,i,22,-2
O=C1CCCN1CCCNCC(=O)N1c2ccccc2Sc2ccccc21,/,0.6,1,11,1,1,7.3,-6.2,5,-9
NC(=O)c1oc2ccccc2c1NC(=O)Cc1ccccc1,0.9,/,-1,23,/,-3,0.3,-0.4,0,5
O=c1c2c3c(sc2ncn1/N=C/c1ccc(Br)o1)CCCC3,/,-1.3,-8,12,-1,1,-0.9,0.1,-8,/
NC(=O)C1CCN(C(=O)c2ccc(NC3=NC4CS(=O)(=O)CC4S3)cc2)CC1 (configuration not stated),0.9,-0.4,-3,-4,-3,6,0.3,-0.2,0,-4
O=C(NCc1ccccc1Cl)C1CCC(CNc2nc(=S)[nH]c3ccccc23)CC1 (configuration not stated),1.1,0.4,-1,94,-4,-4,3.8,-0.4,-9,-1
CCOC(=O)c1c(C)[nH]c(C(=O)OCC(=O)NC(C)(C)C)c1C,1.3,-0.1,3,24,-3,0,/,-0.2,1,1
CCN(CC)c1ccc(CN(C)CCc2ccc(OC)c(OC)c2)cc1,/,-0.5,4,15,-1,0,-1.0,-0.3,1,20
Nc1nc(CN2CCN(c3ccccc3)CC2)nc(N2CCCc3ccccc32)n1,/,1.0,2,18,0,3,-0.1,-0.3,5,-14
O=C(NCCCn1ccnc1)Nc1ccc2c(c1)OCO2,0.4,-3.2,-1,16,-2,-10,0.0,i,13,2
C[C@]12C=CC(=O)C=C1C=C[C@@H]1C2CC[C@]2(C)C(=O)CCC12 (some centres not stated),1.1,0.3,2,-10,-2,2,-1.5,-1.8,6,-9
CC(=O)c1c(C)[nH]c(C(=O)CSc2nc3ccccc3n2C)c1C,/,-0.8,3,3,-2,6,2.0,0.6,9,0
S=C(NNc1ccnc2cc(Cl)ccc12)Nc1ccccc1Cl,/,1.7,7,2,-3,-7,-1.2,-3.4,-6,40*
CCN(CC)CCCn1c(C)cc2c(c1=O)C(c1ccccc1)C(C#N)=C(N)O2 (configuration not stated),/,-0.6,-1,3,2,-2,-0.2,i,-5,-3
CN(CC(=O)NCc1ccccc1F)S(=O)(=O)c1ccc(Cl)cc1,0.8,1.4,6,-8,16,-1,-0.5,5.6,-7,-3
Cc1nnsc1S(=O)(=O)c1ccccc1,0.3,-0.2,1,/,-6,4,-0.7,1.6,8,-6
COc1cc(-c2cc(=O)c3c(C)cc(O)cc3o2)cc(OC)c1OC,0.2,-0.3,/,/,0,-2,0.3,-1.2,-1,-8
COc1ccc(COC(=O)c2cccc(S(=O)(=O)N3CCCC3)c2)cc1F,1.7,1.2,3,10,-8,48,2.9,/,-1,-24
CCN(CC)S(=O)(=O)c1ccc(N2CCOCC2)c(NC(=O)c2nn(C(C)C)c(=O)c3ccccc23)c1,3.0,-0.3,/,/,-2,5,/,-1.4,6,/
COc1cccc(NC(=O)CSc2nnc(-c3cccc(OC(C)C)c3)n2N)c1,/,0.8,5,40,-4,6,-0.2,-0.3,-4,-7
CCCCC(=O)Nc1ccc(C(=O)NCCc2ccccc2)cc1,/,0.4,-1,4,-3,0,-1.7,i,0,2
Cc1ccccc1C(=O)Nc1nnc(CC(=O)N/N=C/c2cn(Cc3ccccc3)c3ccccc23)s1,-0.6,0.1,1,-4,-3,5,2.2,0.3,0,i
COc1ccc(OC)c(NC(=O)c2cccnc2)c1,0.6,-2.1,1,2,13,7,-0.2,-0.3,9,-3
Cc1ccc(CNC(=O)CN2C(=O)C3(OCCCO3)c3ccccc32)cc1,0.6,38*,4,22,-21,0,-0.3,i,/,-12
Cc1ccccc1CCNC(=O)C1CCCN(c2cnccn2)C1 (configuration not stated),-0.4,1.4,-1,14,1,0,2.2,-2.1,10,1
O=C(CO/N=C/c1ccccc1)Nc1c(F)c(F)c(F)c(F)c1F,0.9,-0.3,3,26,-1,-1,0.6,-0.3,-4,/
O=C(c1cc2ccccc2oc1=O)N(Cc1ccccc1)CC1CCCO1 (configuration not stated),/,0.2,-3,13,1,5,-0.4,i,1,-5
CC12CC(O)C3C(CCC4=CC(=O)CCC43C)C1CCC2=O (configuration not stated),2.2,-0.1,/,/,-4,7,-0.7,i,-8,-7
Cn1cc2cc(NC(N)=S)ccc2n1,-0.8,-0.7,5,4,0,6,0.0,i,-14,3
CCOC(=O)c1cnc2c(C)c(Cl)ccc2c1N1CCN(CC)CC1,0.9,/,-8,-22,/,35,-1.2,0.2,-5,-2

# Random excerpt: 7 records from the list
SMILES,TcdB GH inh,BoNT A protease,3CLpro inhibitor,DUSP3 inh,Anthrax LF inh2,Yp Topo-I inh,PfHsp40 rescue,BH1578 lux ind,CCHF vOTU inh,PriA SSB inh
O=C(c1cc2ccccc2oc1=O)N(Cc1ccccc1)CC1CCCO1 (configuration not stated),/,0.2,-3,13,1,5,-0.4,i,1,-5
O=C(CO/N=C/c1ccccc1)Nc1c(F)c(F)c(F)c(F)c1F,0.9,-0.3,3,26,-1,-1,0.6,-0.3,-4,/
Cn1cc2cc(NC(N)=S)ccc2n1,-0.8,-0.7,5,4,0,6,0.0,i,-14,3
Cc1ccc(CNC(=O)CN2C(=O)C3(OCCCO3)c3ccccc32)cc1,0.6,38*,4,22,-21,0,-0.3,i,/,-12
CCCCC(=O)Nc1ccc(C(=O)NCCc2ccccc2)cc1,/,0.4,-1,4,-3,0,-1.7,i,0,2
Cc1ccccc1C(=O)Nc1nnc(CC(=O)N/N=C/c2cn(Cc3ccccc3)c3ccccc23)s1,-0.6,0.1,1,-4,-3,5,2.2,0.3,0,i
Cc1ccccc1CCNC(=O)C1CCCN(c2cnccn2)C1 (configuration not stated),-0.4,1.4,-1,14,1,0,2.2,-2.1,10,1

# Continued.
SMILES,TcdB GH inh,BoNT A protease,3CLpro inhibitor,DUSP3 inh,Anthrax LF inh2,Yp Topo-I inh,PfHsp40 rescue,BH1578 lux ind,CCHF vOTU inh,PriA SSB inh
CN(CC(=O)Nc1ccc(F)c(F)c1)S(=O)(=O)c1cccc2nsnc12,/,1.9,1,21,2,-1,0.8,i,0,-2
O=C(/C=C/c1ccccc1[N+](=O)[O-])N1CCN(C(=O)c2ccco2)CC1,0.0,-0.6,1,8,-4,16,-0.2,-0.3,-4,-13
CCCn1c(NCc2ccccc2NS(=O)(=O)c2ccc(C)cc2)nc2ccccc21,0.6,-0.3,1,17,-2,-15,1.5,-0.3,5,-17
O=C(NCc1ccco1)c1ccc(N2CCCC2=O)cc1,/,-0.4,1,14,1,3,0.5,i,11,-1
COc1cc(C(C)=O)ccc1OC(=O)CN1C(=O)c2ccccc2C1=O,2.7,-1.8,11,21,12,3,1.3,-0.8,-14,-4
O=C(CCl)c1ccc(Cc2ncc(C(F)(F)F)cc2Cl)s1,/,1.0,-1,6,1,3,0.3,-3.1,23,-9
COc1ccc(-c2nc(SCC(=O)Nc3cc(C)on3)n[nH]2)cc1,/,-0.4,-9,6,-3,0,2.5,-0.4,/,-26
C/C(=N\NC(=O)COc1ccc(C)cc1[N+](=O)[O-])c1ccc2c(c1)OCCO2,0.5,0.5,-3,1,-2,34,1.0,-0.2,-6,/
CCN=C1SC(C(=O)Nc2cccc(Cl)c2)CC(=O)N1CC (configuration not stated),1.4,-0.5,4,-25,4,-5,0.4,-0.3,-7,-17
C=CCn1c(SCc2nc3ccccc3[nH]2)nnc1-c1ccc(OC)cc1,/,-1.8,4,21,-1,15,0.2,-2.0,-6,-3

# 4 entries from above, with values under each structure.
# Values in the order: TcdB GH inh, BoNT A protease, 3CLpro inhibitor, DUSP3 inh, Anthrax LF inh2, Yp Topo-I inh, PfHsp40 rescue, BH1578 lux ind, CCHF vOTU inh, PriA SSB inh
CCOC(=O)c1c(C)[nH]c(C(=O)OCC(=O)NC(C)(C)C)c1C
    1.3, -0.1, 3, 24, -3, 0, /, -0.2, 1, 1
O=C1CCCN1CCCNCC(=O)N1c2ccccc2Sc2ccccc21
    /, 0.6, 1, 11, 1, 1, 7.3, -6.2, 5, -9
O=C(NCCCn1ccnc1)Nc1ccc2c(c1)OCO2
    0.4, -3.2, -1, 16, -2, -10, 0.0, i, 13, 2
CCN(CC)c1ccc(CN(C)CCc2ccc(OC)c(OC)c2)cc1
    /, -0.5, 4, 15, -1, 0, -1.0, -0.3, 1, 20

# Next part.
SMILES,TcdB GH inh,BoNT A protease,3CLpro inhibitor,DUSP3 inh,Anthrax LF inh2,Yp Topo-I inh,PfHsp40 rescue,BH1578 lux ind,CCHF vOTU inh,PriA SSB inh
CCOC(=O)N1CCN(C(=O)CN(C2CCCCC2)S(C)(=O)=O)CC1,0.4,-1.8,-3,13,-3,1,-2.1,0.4,-8,-1
O=C(COC(=O)c1c2c(nc3ccccc13)CCCCC2)NCc1ccc2c(c1)OCO2,/,0.5,-1,3,0,16,-0.6,-0.2,-15,5
O=C(c1ccc(NS(=O)(=O)c2cccc(F)c2)cc1)N1CCCCC1,-1.8,-0.1,0,32,6,26,-1.3,0.6,-17,-5&-8
COc1ccccc1N=Nc1c(O)[nH]c(=S)[nH]c1=O,7.2,0.3,0,11,-2,1,0.2,-1.6,38*,0
CC(C)OCC(O)CS(=O)(=O)Cc1ccccc1 (configuration not stated),/,1.1,-1,4,-8,-1,-0.4,5.3,8,-9
CCN1CCN(c2ccc(S(=O)(=O)N3CCCCC3)cc2NC(=O)C(C)Oc2ccc(F)cc2)CC1 (configuration not stated),-5.5,-0.4,/,/,3,10,0.4,i,1,0
O=C(Nc1ncccn1)c1ccc([N+](=O)[O-])cc1Cl,0.0,/,-2,9,/,4,0.6,-0.2,-6,/
O=C(CCn1nnc(-c2cccs2)n1)NCc1ccccc1Cl,-0.3,1.1,1,8,-5,4,-0.8,-3.6,6,-9
CC(=O)c1c(C)oc2ccc(O)c(CN3CCOCC3)c12,/,-0.3,1,39,0,-7,-2.3,-1.9,-1,-17
COc1cc(C(=O)N(C)CCOc2ccc(C)cc2)ccc1OC1CCN(C(C)=O)CC1,-13,-0.4,-4,25,30*,18,-0.6,1.2,9,-11
Cc1ccc(CNC(=O)C2CCC(=O)N(C3CCCC3)C2)c(F)c1F (configuration not stated),0.3,-0.8,-2,-31,-1,4,0.3,-7.1,-10,-5
Cc1cc(=O)c2c(=O)[nH][nH]c2[nH]1,-1.2,0.4,/,/,-2,-1,/,i,5,/

# This is a subset (hit frequency here may not be typical).
